Source: PubChem
hERG protect = hERG (human) protection from proarrhythmic block; Q12809; activation (rescue from dofetilide block), less the hit threshold, % at 10 µM; AID 1511; actives 0.51% (n = 310,000); CHO-hERG, FluxOR thallium flux, dofetilide IC70 present;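 active = activation above the mean of controls blocked by dofetilide plus 5 SD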;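 also: thallium influx through hERG after potassium depolarization seen as dye fluorescence rise; in these data hits start at about 4.7%; inactives centre near -7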
KCNK3 block = human KCNK3 channel inhibition, primary screen; O14649; CHO-KCNK3 thallium flux, FluxOR fluorescence; active compounds read low; B-score at 10 µM; actives 0.84% (n = 340,000); AID 602410;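 active = B-score under library mean minus 4 SD, starting fluorescence ratio at most library mean plus 5 SD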;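 also: more negative B-score means stronger inhibition of thallium flux through KCNK3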
KCNQ1 act = potentiators or activators of human KCNQ1 potassium channel; AID 2648; actives 0.35% (n = 310,000); B-score at 10 µM; P51787; CHO-K1 KCNQ1, thallium flux FluxOR fluorescence; active compounds read high;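 active = fluorescence ratio B-score, a plate-corrected score, at least three library SD, with initial intensity B-score within 5 SD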
Target sequence (P51787 whole entry, looked up): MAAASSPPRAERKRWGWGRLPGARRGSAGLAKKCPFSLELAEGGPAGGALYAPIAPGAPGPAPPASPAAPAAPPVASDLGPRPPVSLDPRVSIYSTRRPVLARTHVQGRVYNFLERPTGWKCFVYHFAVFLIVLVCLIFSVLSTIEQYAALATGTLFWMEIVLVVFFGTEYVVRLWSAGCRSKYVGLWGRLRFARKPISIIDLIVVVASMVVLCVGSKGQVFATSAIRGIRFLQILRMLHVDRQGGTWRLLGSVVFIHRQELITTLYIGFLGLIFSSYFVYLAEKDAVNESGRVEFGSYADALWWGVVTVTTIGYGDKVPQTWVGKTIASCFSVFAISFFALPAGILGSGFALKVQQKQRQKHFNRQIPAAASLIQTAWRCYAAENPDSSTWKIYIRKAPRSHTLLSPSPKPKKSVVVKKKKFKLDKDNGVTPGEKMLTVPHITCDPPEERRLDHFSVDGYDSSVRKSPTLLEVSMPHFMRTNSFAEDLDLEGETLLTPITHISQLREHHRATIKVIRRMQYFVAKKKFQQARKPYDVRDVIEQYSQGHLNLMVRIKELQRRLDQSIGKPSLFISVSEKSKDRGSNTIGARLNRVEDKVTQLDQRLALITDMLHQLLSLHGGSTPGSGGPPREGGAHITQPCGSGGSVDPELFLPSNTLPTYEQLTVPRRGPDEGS
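Assay system: stable KCNQ1 CHO-K1 line; medium: assay buffer, equal DMSO in all wells; timing: 90 min dye loading and 20 min compound exposure, both at room temperature; technique: kinetic FluxOR thallium fluorescence, 10-s 1-Hz baseline, 110-s post-stimulus read; read-out basis: B score of baseline-normalized fluorescence ratio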
ANO1 block = mouse TMEM16A channel inhibition, primary screen; Q8BHY3; HEK293 TMEM16A/YFP iodide influx fluorescence, ionomycin; normalized B-score (activity score, 25-100; higher = stronger inhibition) at 10 µM; actives 1.2% (n = 310,000);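 active = ratio plate-corrected score three or more library SD toward inhibition, starting fluorescence score within five deviations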;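 also: score derived from kinetic fluorescence span divided by baseline fluorescence per well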
RGS4 inh = human RGS4 inhibition | P49798 | HEK293 M3R/RGS4 inducible, Fluo-4 calcium flux; active compounds read high; triggered by carbachol at its EC20 | B-score at 10 µM | actives 0.45% (n = 310,000) | AID 463165;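 active = B-score, a plate-corrected calcium signal, over three deviations above library mean, with baseline fluorescence within five deviations of library mean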;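 also: RGS4 expression induced by doxycycline in cells with stable M3 receptor; B-score is computed from the integrated fluorescence ratio over baseline after carbachol; higher B-score means a larger calcium signal and so more RGS4 inhibition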
HDAC3 inh = human HDAC3 inhibition; recombinant HDAC3, fluorogenic peptide/trypsin coupled, fluorescence; inhibition, % at 8.3 µM; actives 0.15% (n = 320,000); AID 2718; in the data active = inhibition above about 26%, passing the limit was not always enough; inconclusive = no clear call, values can overlap the other calls
Target sequence (O15379 whole entry, looked up): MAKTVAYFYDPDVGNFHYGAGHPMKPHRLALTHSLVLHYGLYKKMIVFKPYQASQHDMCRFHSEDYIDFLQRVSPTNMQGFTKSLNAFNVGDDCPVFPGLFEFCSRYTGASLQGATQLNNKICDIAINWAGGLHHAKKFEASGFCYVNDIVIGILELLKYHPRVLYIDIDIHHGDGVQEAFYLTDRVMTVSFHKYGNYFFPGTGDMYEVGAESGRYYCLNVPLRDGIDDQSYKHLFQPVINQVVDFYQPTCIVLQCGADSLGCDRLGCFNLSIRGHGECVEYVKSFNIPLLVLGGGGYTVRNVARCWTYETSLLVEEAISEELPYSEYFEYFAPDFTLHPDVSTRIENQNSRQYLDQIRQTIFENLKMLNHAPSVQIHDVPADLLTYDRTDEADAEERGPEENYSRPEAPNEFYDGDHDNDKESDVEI
RGS4 act = potentiators or activators of RGS4; actives 0.92% (n = 310,000); AID 463111; HEK293 M3R/inducible RGS4, carbachol calcium flux Fluo4; active compounds read low; B-score at 10 µM;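 active = B-score of the integrated calcium signal more than 4 SD below the library mean, with starting fluorescence not abnormally high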;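 also: negative B-score means reduced calcium response which marks RGS4 activation or potentiation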
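System: HEK293 FlpIn-TREx cells, stable M3R, doxycycline-inducible RGS4. Timing: overnight RGS4 induction, 30 min dye load 37 °C, 20 min compound RT. Also added: carbachol, ECmax concentration. Measured by: Fluo4 fluorescence kinetic imaging of calcium. Evaluation: integrated calcium ratio converted to B score.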
KCNQ1 block = inhibitors of human KCNQ1 potassium channel | CHO-K1 KCNQ1, FluxOR thallium flux fluorescence; active compounds read high | B-score at 10 µM | P51787 | AID 2642 | actives 1.3% (n = 310,000);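 active = compounds whose thallium flux B-score, printed positive for inhibition, exceeds three library SD while starting fluorescence stays within three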;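 also: channel opened by potassium depolarization with thallium stimulus after 20 min compound exposure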
SKKanGAS inh = SKKanGAS growth inhibition. S. pyogenes SKKanGAS, kanamycin growth, BacTiter-Glo, 6 h. inhibition, % at 7.5 µM. actives 1.3% (n = 300,000). AID 1662;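 active = mean replicate score, as percent of positive control median, at least 50; inconclusive = mean below 50 but one replicate at or above 50; inactive = mean and every replicate below 50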;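 also: strain carries kanamycin resistance gene driven by streptokinase promoter and grows in 40 µg/ml kanamycin; loss of luminescence reflects streptokinase promoter inhibition or plain growth inhibition; 0% = median of DMSO wells and 100% = positive control at its reference dose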
TMEM16A act = activates or potentiates the mouse TMEM16A chloride channel. HEK293 TMEM16A/YFP-H148Q/I152L, iodide quench fluorescence; active compounds read low. B-score at 10 µM. actives 0.3% (n = 340,000). AID 623877;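 active = fluorescence-ratio B-score plate-corrected deviation score at least 3 library SD below zero, with starting fluorescence score within 5 deviations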;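 also: channel opened by trigger with iodide after compound preincubation; score built on the fluorescence ratio of max minus min over baseline; more negative score means more quench and so TMEM16A activation or potentiation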
KCNK9 block = human KCNK9 channel inhibition; Q9NPC2; actives 1.2% (n = 310,000); B-score at 10 µM; HEK293 KCNK9, FluxOR thallium flux fluorescence; active compounds read low;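 active = ratio B-score over 3 SD below the library mean, with starting fluorescence within 5 SD of its mean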;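 also: negative B-score means less thallium flux so channel inhibition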
An asterisk follows results filed as active; i = inactive; ? = inconclusive; / = no result given.

SMILES	hERG protect	KCNK3 block	KCNQ1 act	ANO1 block	RGS4 inh	HDAC3 inh	RGS4 act	KCNQ1 block	SKKanGAS inh	TMEM16A act	KCNK9 block
CCC(C(=O)Nc1ccc(C)cc1)c1ccccc1 (configuration not stated)	-14	i	i	i	i	-4	i	i	2	i	i
CN(C)Cc1c(O)ccc2c(=O)c(-c3ccccc3)c(C(F)(F)F)oc12	-2	i	i	i	i	1	i	i	-2	i	i
O=C(CCN1C(=O)C2C3C=CC(C3)C2C1=O)N1CCN(c2ccccc2F)CC1 (configuration not stated)	-3	i	i	i	i	-13	i	i	-5	i	i
CN(CC(=O)Nc1cccc(F)c1)C(=O)c1ccc(COc2ccccc2)cc1	-8	i	i	i	i	-2	i	i	3	i	i
CN(C)c1ccc(C(=O)N2CCCC2)cc1	-8	i	i	i	i	-5	i	i	3	i	i
CCCOC(=O)c1ccc(NS(=O)(=O)c2cccs2)cc1	-3	i	i	25*	i	4	i	i	-3	i	i
Cc1ccc(CNC(=O)c2nnn(CC(=O)Nc3cc(C)cc(C)c3)c2N)cc1	-4	i	i	i	i	-9	i	i	-1	i	i
O=C(CSc1nnc(-c2ccccn2)n1-c1ccccc1)Nc1ccc2c(c1)OCO2	1	i	i	i	i	1	i	i	-1	i	i
CCOc1ccc2nc(Cl)c(C3CC(c4ccco4)=NN3S(C)(=O)=O)cc2c1 (configuration not stated)	-7	i	i	i	i	/	i	i	2	i	i
O=C(CC1SC(N2CCCCC2)=NC1=O)Nc1cccc(C(=O)O)c1 (configuration not stated)	-4	i	i	i	i	-5	i	i	14	i	i
O=C(CSC1=NCCS1)Nc1cccc2ccccc12	-10	i	i	i	i	0	i	i	9	i	i
CCOC(=O)C(C#N)C(Cc1ccccc1)c1ccco1 (configuration not stated)	-4	i	i	i	i	4	i	i	19	i	i
O=C1/C(=C\c2ccncc2)CCc2ccccc21	-7	i	i	i	i	5	i	i	36	i	i
COC(CNC(=O)c1cc(S(=O)(=O)N2CCc3ccccc32)ccc1F)OC	-3	i	i	i	i	0	i	i	-5	i	i
CC(C)c1ccc(/C=C2\SC(=S)N(CCC(=O)N3CCCCC3CCO)C2=O)cc1 (configuration not stated)	-8	i	i	i	i	-2	i	i	-3	i	i
COc1cc(-c2noc(CCC(=O)Nc3cccnc3)n2)cc(OC)c1OC	-12	i	i	i	i	-4	i	i	3	i	i
O=C(C1CCCO1)N1CCN(C(=S)Nc2ccc(F)cc2)CC1 (configuration not stated)	-3	i	i	i	i	-9	i	i	4	i	i
COc1ccc(C2C=C(Nc3ccccc3)C(=O)N2c2ccccc2)cc1OC (configuration not stated)	-7	i	i	i	i	0	i	i	1	i	-11*
CCOc1cccc2cc(C(=O)N3CCN(C/C=C/c4ccccc4)CC3)c(=O)oc12	-7	i	i	i	i	-4	i	i	7	i	i
O=C(COc1ccc(S(=O)(=O)N2CCOCC2)cc1)N1CCCCCC1	-11	i	i	i	i	9	i	i	-2	i	i
COCCCNC(=O)c1ccc(OC)c(OC2CCN(C(C)C)CC2)c1	-2	i	i	i	i	5	i	i	2	i	i
C=C(C(=O)O)C1CCC2(C)CCCC(C)(O)C2C1 (configuration not stated)	-1	i	i	i	i	2	i	i	2	i	i
COc1ccc(CC(=O)NCc2csc(-c3cccs3)n2)cc1OC	-4	i	i	i	i	2	i	i	-9	i	i
COc1ccc(C2SCC(=O)N2c2ccc(F)cc2)cc1 (configuration not stated)	-6	i	i	i	i	4	i	i	-2	i	i
Cc1[nH]c2ccccc2c1/C=C(\C#N)C(=O)NC1CC1	-12	i	i	i	i	-3	i	i	-3	i	i
COc1ccc(/C=C/c2nnc(NC(=O)C(C)(C)C)s2)cc1	-8	i	i	i	i	17	i	i	1	i	i
Cc1cccc(Cn2ccc(NC(=O)c3cccnc3)n2)c1	-11	i	i	i	i	0	i	i	-13	i	i
O=C(Cn1c(=O)oc2cc(S(=O)(=O)N3CCCC3)ccc21)NCc1ccc(F)cc1	-8	i	i	i	i	14	i	i	0	i	i
[O-]/C(=C(\C(=S)Nc1cccc2ccccc12)[n+]1ccccc1)c1cccs1	-14	i	i	i	i	-4	i	i	11	i	i
CNC(=S)N/N=C(\C)c1ccc(-n2ccnc2)cc1	-14	i	i	i	i	6	i	i	-2	i	i
Cc1nc(-c2ccccc2)sc1C1(C)CC(c2c(Cl)cccc2Cl)=NO1 (configuration not stated)	-20	i	i	i	i	0	i	i	2	i	i
O=C(Nc1ccc(S(=O)(=O)N2CCCC2)cc1)c1cnccn1	2	i	i	i	i	1	i	i	3	i	i
CCOC(=O)C(Cc1ccccc1)C(=O)NCc1cccnc1 (configuration not stated)	1	i	i	i	i	1	i	i	5	i	i
Clc1ncnc2scc(-c3ccccc3)c12	-9	i	i	i	i	0	i	i	-1	i	i
COc1ccc(C(=O)Nc2ccccn2)cc1	-3	i	i	i	i	3	i	i	-4	i	i
CCn1c(C)nc2cc(-c3nc4n(n3)Cc3ccccc3-4)ccc21	-15	i	i	i	i	-18	i	i	65*	i	i
COCc1ccc(C(=O)NCC2(N3CCCCC3)CCCCC2)cc1	-1	i	i	i	i	0	i	i	-4	i	i
O=C(O)Cc1c(C(=O)O)[nH]c2ccc(C(=O)O)cc12	-5	i	i	i	i	/	i	i	-3	i	i
CCOc1ccc(C(=O)N/N=C/c2c(C)[nH]c(=O)[nH]c2=O)cc1	-17	/	i	i	i	-3	i	i	-6	/	i
CSc1ccc(Cl)c(C(=O)OCC(=O)N2CC(C)OC(C)C2)c1 (configuration not stated)	-9	i	i	i	i	-3	i	i	-2	i	i
NC(=O)CCc1nc2cc(C(F)(F)F)ccc2n(Cc2ccccc2)c1=O	-3	i	i	i	i	1	i	i	0	i	i
CN(C)c1ccc(NC(=O)C(=O)C2C(=O)Nc3ccccc32)cc1 (configuration not stated)	-1	i	i	i	i	-3	i	i	-7	i	i
O=C(NC1=NCCS1)c1ccc(Cl)c(S(=O)(=O)N2CCc3ccccc32)c1	-10	i	i	i	i	-6	i	i	-4	i	i
CC(C)C(=O)NC(=S)Nc1ccccc1N1CCN(C(=O)c2ccccc2)CC1	-1	i	i	i	i	3	i	i	9	i	i
Cc1cc(N/N=C/c2ccccc2O)nc(-c2ccccc2O)n1	-17	i	i	i	i	6	i	i	60*	i	i
Cc1cc(Br)c(NC(=O)c2c(-c3c(Cl)cccc3Cl)noc2C)c(Br)c1	-7	i	i	i	i	2	i	i	4	i	i
C/C(N)=C(/C#N)C(=O)CSc1nnc(Nc2c(C)cccc2C)s1	-10	i	i	i	i	1	i	i	2	i	i
Cc1ccc(NC(=O)CSc2nc3nc(C)c(Br)cc3[nH]2)cc1F	-6	i	i	i	i	-3	i	i	2	i	i
COC(=O)c1sccc1NC(=O)Cc1ccc(Br)cc1	-2	i	i	i	i	1	i	i	-3	i	i
CN1/C(=C\C=C2/SC(=S)NC2=O)C(C)(C)c2ccccc21	-35	i	i	i	i	5	i	i	32	i	i
O=S(=O)(Nc1nc2ccccc2nc1NCc1ccco1)c1ccccc1	-10	i	i	i	i	-5	i	i	3	i	i
Cc1cc(OCC(=O)NCCN2CCOCC2)ccc1Br	-8	i	i	i	i	0	i	i	-13	i	i
CC(C)Oc1c(N2CCOCC2)c(=O)c1=O	-11	i	i	i	i	0	i	i	2	i	i
Cc1c(NC(=O)Cc2cccs2)cccc1[N+](=O)[O-]	-5	i	i	i	i	2	i	i	-1	i	i
O/N=C\c1ccccc1Oc1ccc(F)cc1	-10	i	i	i	i	3	i	i	4	i	i
Cc1cccc(C)c1OCC(=O)N/N=C/C=C/c1ccco1	-9	i	i	i	i	-3	i	i	3	i	i
CC1CN(CC(=O)NC(C)c2ccccc2)CC(C)O1 (configuration not stated)	-9	i	i	i	i	-1	i	i	1	i	i
CCOC(=O)c1c(NC(=O)c2ccc(Br)o2)sc(C)c1CC	-8	i	i	i	i	-14	i	i	15	i	i
O=C(NCCCN1CCOCC1)c1c(F)cccc1F	-8	i	i	i	i	4	i	i	-2	i	i
CC1CCC(NC(=O)CSc2nncs2)CC1 (configuration not stated)	-13	i	i	i	i	4	i	i	-2	i	i

Additional compounds follow:
SMILES	hERG protect	KCNK3 block	KCNQ1 act	ANO1 block	RGS4 inh	HDAC3 inh	RGS4 act	KCNQ1 block	SKKanGAS inh	TMEM16A act	KCNK9 block
COc1cc(OC)c(C(=O)Nc2ccc(N(C)C)cc2)cc1OC	-4	i	i	i	i	5	i	i	3	i	i
FC(F)(F)c1cccc(Oc2ccc3c(C(F)(F)F)cc(C(F)(F)F)nc3n2)c1	-9	i	i	i	i	-4	i	i	6	i	i
Cc1c(C(=O)Oc2cc(N)n(S(C)(=O)=O)n2)cccc1[N+](=O)[O-]	-6	i	i	i	i	1	i	i	-9	i	i
COCCCNc1nc2ccccc2nc1NS(=O)(=O)c1ccc(C)c(C)c1	-11	i	i	i	i	-9	i	i	5	i	i
CCOc1ccc(S(=O)(=O)NCc2cccnc2)cc1NC(=O)c1ccccc1F	-12	i	i	i	i	-4	i	i	-6	i	i
Cc1ccc(O)c(-c2cc(C(=O)NCc3ccncc3)[nH]n2)c1	-4	-9.2*	i	i	i	?	i	i	9	i	-11*
CS(=O)(=O)N(CCc1ccccc1)CC(=O)N1CCN(c2ccccc2)CC1	-10	i	i	i	i	/	i	i	-2	i	i
CCOC(=O)C1C(=O)CC(C)(O)C(C(=O)OCC)C1c1ccc(C)s1 (configuration not stated)	-13	i	i	i	i	-2	i	i	-2	i	i
COC(=O)C(Cc1ccccc1)NC(=O)CCNC(=O)c1ccco1 (configuration not stated)	-5	i	i	i	i	-4	i	i	-4	i	i
CCn1nc(NC(=O)COC)c2cc3cc(C)ccc3nc21	-6	i	i	i	i	-6	i	i	-1	i	i
Cc1ccc(N(Cc2ccc([N+](=O)[O-])cc2)C(=O)c2ccco2)cc1C	-12	i	i	i	i	5	-11*	i	5	i	-13*
